Wee1 degr inh – inhibitors of human Wee1 degradation. P30291. AID 1321. reporter increase, % at 5 µM. hit rate 1.2% among 220,000. HeLa Luc-Wee1K328M stability, luciferase luminescence; 100% = proteasome inhibitor MG132 effect;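 active means activation above the mean of all tested compounds plus 3 SD, set per screening run, cut at about 8.8% in these data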;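 further: cells exposed to compound for 20 h before luminescence read; 0% = DMSO alone and 100% = MG132 at 30 µM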
FXIIa inh – blocks human coagulation factor XIIa protease activity; P00748; purified FXIIa, Boc-QGR-AMC fluorogenic substrate, 2 h; inhibition, % at 5 µM; hit rate 0.3% among 220,000; AID 800; in the data active means inhibition above about 40%;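 further: 0% = enzyme with no compound and 100% = blank without enzyme; many of its hits are not listed in these tables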
Target sequence (P00748 20-372 limits assumed): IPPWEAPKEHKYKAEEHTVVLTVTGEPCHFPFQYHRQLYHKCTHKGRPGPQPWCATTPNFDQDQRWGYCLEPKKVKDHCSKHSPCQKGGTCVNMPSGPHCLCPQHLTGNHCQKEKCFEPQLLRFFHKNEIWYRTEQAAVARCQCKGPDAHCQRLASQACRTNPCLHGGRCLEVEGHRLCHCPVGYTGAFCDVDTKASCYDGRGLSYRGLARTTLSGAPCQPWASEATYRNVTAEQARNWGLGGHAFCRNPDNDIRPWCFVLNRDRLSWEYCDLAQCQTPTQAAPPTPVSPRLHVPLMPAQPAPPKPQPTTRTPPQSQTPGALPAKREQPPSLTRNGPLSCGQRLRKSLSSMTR
Target sequence (P00748 373-615 limits assumed): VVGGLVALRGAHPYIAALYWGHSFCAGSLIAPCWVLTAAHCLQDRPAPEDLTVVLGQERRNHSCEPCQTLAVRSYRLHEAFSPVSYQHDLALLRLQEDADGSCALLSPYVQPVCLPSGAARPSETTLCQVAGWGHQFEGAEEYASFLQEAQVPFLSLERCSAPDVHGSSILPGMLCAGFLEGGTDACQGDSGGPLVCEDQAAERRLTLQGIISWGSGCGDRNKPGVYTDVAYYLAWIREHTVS
FXIa inh – factor XIa (human) inhibition | purified FXIa, Boc-Glu-Ala-Arg-AMC fluorogenic substrate | inhibition, % at 5 µM | hit rate 0.14% among 220,000 | AID 798;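 active means inhibition of at least 40%; inactive means inhibition below 40%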;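 further: fluorescence of freed AMC excited at 355 nm; 0% = enzyme without compound and 100% = no enzyme blank; many of its hits are not listed in these tables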
Furin inhibitor – inhibitors of human furin; purified furin, fluorogenic substrate cleavage; inhibition, % at 30 µM; hit rate 0.061% among 220,000; AID 463115; in the data active means inhibition above about 25%; further: inactives centre near -15
Cl transport mod – modulates chloride dependent transport by human KCC2. Q9H2X9. KCC2 cells, thallium flux FluoZin-2 fluorescence. B-score of Tl+ flux slope (higher = more flux/activation; lower = inhibition) at 10 µM. hit rate 2.2% among 190,000. AID 1456;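 active means thallium flux slope and its plate-corrected score both differing from the plate sample mean at a set confidence after two filtering rounds, in either direction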;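 further: slope of fluorescence scaled to starting intensity during 10 to 20 s after thallium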
PERK inh – human PERK inhibition, primary cell-based screen; Q9NZJ5; CHO PERK-DD fusion, SEAP luminescence translation reporter; inhibition, % at 5.6 µM; hit rate 0.17% among 220,000; AID 1416;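 active means inhibition above the mean inhibition of all tested compounds plus 3 SD, set separately per screening campaign, cut at about 2.9% in these data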;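 further: PERK kinase domain activated by AP20187 dimerizer at 100 nM; 0% = DMSO with dimerizer and 100% = rapamycin at 8.4 µM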
Thrombin inh – thrombin (human) inhibition; alpha-thrombin, Boc-VPR-AMC fluorogenic substrate cleavage; inhibition, % at 5 µM; P00734; hit rate 0.26% among 220,000; AID 1046;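 active means inhibition at or above 40%; inactive means inhibition below 40%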;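 further: 0% = enzyme with no compound and 100% = wells without enzyme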
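Material: Human alpha-thrombin protein | Buffer or medium: pH 7.5 Tris-saline with Tween 20 | Reagent: Boc-VPR-AMC substrate, 15 µM final | Schedule: Reaction at ambient temperature | Detection: AMC fluorescence at 355 nm excitation and 460 nm emission | Evaluation: Percent inhibition scaled between no-compound controls and no-enzyme blanks | Controls: no-compound enzyme wells and no-enzyme blanks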
KLK5 inh – kallikrein 5 (human) inhibition. Q9Y337. hit rate 0.59% among 210,000. recombinant hK5, fluorogenic AMC substrate cleavage. inhibition, % at 5 µM. AID 873;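 active means inhibition of 40% or more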;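 further: 0% = enzyme controls without compound and 100% = no-enzyme blanks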
Target sequence (Q9Y337 67-293 limits assumed): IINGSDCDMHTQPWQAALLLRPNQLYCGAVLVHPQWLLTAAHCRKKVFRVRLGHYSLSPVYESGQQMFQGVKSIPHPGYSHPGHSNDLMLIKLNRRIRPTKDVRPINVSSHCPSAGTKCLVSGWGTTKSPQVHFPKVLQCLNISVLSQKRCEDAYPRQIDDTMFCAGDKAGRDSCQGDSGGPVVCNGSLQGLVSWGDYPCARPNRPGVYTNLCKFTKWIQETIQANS
p97 inhibitor – inhibitors of human p97 ATPase. P55072. AID 1481. hit rate 0.42% among 220,000. inhibition, % at 8 µM. recombinant p97 ATPase, Kinase-Glo ATP luminescence, 3 h; in the data active means inhibition above about 15%;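 further: 0% = DMSO vehicle and 100% = wells lacking enzyme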
Active calls of the source: *; · = not tested or not shown; [ ] = another dose, or the depositor's remark.

SMILES	Wee1 degr inh	FXIIa inh	FXIa inh	Furin inhibitor	Cl transport mod	PERK inh	Thrombin inh	KLK5 inh	p97 inhibitor
O=C(Cc1ccc(Br)cc1)OCC(=O)c1ccc2c(c1)OCCO2	-3	17	1	-9[20 µM]	-0.61	0.7	3	-2	1
O=C(N[C@@H](c1ccccc1)[C@@H]1C[C@H]1C(=O)NCc1ccccn1)OCc1ccccc1	-2	14	2	-18	-1.2	-0.4	4	-4	0
Cc1ccc(C(=O)Nc2nncs2)cc1S(=O)(=O)N1CCOCC1	0	4	-9	-17[20 µM]	0.98	-0.3	-4	1	0
COCc1c(Br)c(C)nc(OCC(=O)N/N=C/c2ccco2)c1C#N	-1	7	-3	-27	-0.38	-0.1	4	-12	-1
COC(=O)c1ccc(COc2ccc3c(c2)CCC3)o1	4	2	-3	-7	0.0011	-0.9	-7	-5	-1
O=C(Cc1cccc2ccccc12)NC(=S)Nc1cccc(C(=O)O)c1	1	0	-3	-11	-0.48	1.1	1	-16	-2
FC(F)(F)c1cnc(COc2cc(Cl)cc(Cl)c2)c(Cl)c1	-2	5	4	-4	-0.17	1.9	-6	1	4
COCCCn1c(SCC(=O)n2c(C)c(C)c3ccccc32)nnc1-c1ccoc1C	4	20	-8	-13	-0.77	-0.9	3	9	-7
C/C(=N\Nc1nc2ccccc2[nH]1)c1ccc2c(c1)OCCO2	-2	11	1	-11	-2.7	-0.3	-2	·	4
CC(C)Oc1ccc(CC2CCC(=O)N(C)C2=O)cc1 (centres undefined)	2	5	2	0	0.15	0.3	-2	-2	-2
O=C(CSc1nccn1-c1cccc(Cl)c1)Nc1ccc2c(c1)OCCO2	-2	9	3	-33	-3.5	1.2	-4	-7	-3
Cc1ccc(-c2nnn(CCC(=O)N3CCCCC3C)n2)cc1 (centres undefined)	-2	12	22	-6	·	-0.7	0	2	-5
CCCC(C)NC1=NCCCCC1 (centres undefined)	1	15	10	-19[20 µM]	1.4	1.7	16	56*	2
CC(C)(C)c1ccc(C(=O)OCCNC(=O)c2c(Cl)nc3ccccn23)cc1	-2	4	2	-8[20 µM]	0.54	1.0	0	4	0
COCCNCC(=O)N1CCCCCC1	-2	4	24	-26	0.023	0.3	-7	-1	4
O=C(COc1ccc2ccccc2c1)Nc1ccc(S(=O)(=O)N2CCCCCC2)cc1	2	24	17	-13[20 µM]	0.71	0.3	11	29	0
COC(=O)c1cc2oc3ccccc3c2n1CC(=O)N1CCCc2ccccc21	-1	16	5	-16[20 µM]	0.47	0.3	4	-11	-3
COc1ccccc1-c1nnc(SCC(=O)N2CCC(C)CC2)o1	-2	0	-4	-15[20 µM]	1.2	-0.2	0	-1	-3
CCOc1cc(C(=O)NC(C)CC)cc(OCC)c1OCC (centres undefined)	-3	4	-3	-7[20 µM]	-0.41	0.0	-4	-9	1
NS(=O)(=O)c1ccc(NC(=S)Nc2ccc(S(=O)(=O)N3CCCC3)cc2)cc1	-1	10	1	-13	-0.013	-0.2	-8	3	-2
CC(=O)Nc1ccc(S(=O)(=O)N2CCN(CC(=O)N3CCOCC3)CC2)cc1	6	13	5	-13	-0.3	-0.1	5	-11	6
CC(C)S(=O)(=O)N1CCCC(C(=O)c2cccc(Cl)c2)C1 (centres undefined)	1	10	3	-17	-0.18	-0.4	1	6	-10
CCC(C)[C@@H](NC(=O)OC(C)(C)C)c1nnc(S(=O)(=O)Cc2cccc(C)c2)o1 (some centres undefined)	0	17	31	-12	·	0.2	51*	0	0
COc1ccc(C)cc1NC(=S)NC12CN3CN(CN(C3)C1)C2	-2	6	-2	-18	0.2	1.8	-4	-3	3
O=c1[nH]c2ccc(NC(=S)Nc3ccccc3Cl)cc2[nH]1	1	-3	-2	-10[20 µM]	0.27	0.9	-6	-10	4

4 compounds from above, ordered by SMILES length, ascending.
SMILES	Wee1 degr inh	FXIIa inh	FXIa inh	Furin inhibitor	Cl transport mod	PERK inh	Thrombin inh	KLK5 inh	p97 inhibitor
CCCC(C)NC1=NCCCCC1 (centres undefined)	1	15	10	-19[20 µM]	1.4	1.7	16	56*	2
COCc1c(Br)c(C)nc(OCC(=O)N/N=C/c2ccco2)c1C#N	-1	7	-3	-27	-0.38	-0.1	4	-12	-1
CC(=O)Nc1ccc(S(=O)(=O)N2CCN(CC(=O)N3CCOCC3)CC2)cc1	6	13	5	-13	-0.3	-0.1	5	-11	6
CCC(C)[C@@H](NC(=O)OC(C)(C)C)c1nnc(S(=O)(=O)Cc2cccc(C)c2)o1 (some centres undefined)	0	17	31	-12	·	0.2	51*	0	0

Remaining list, next part
SMILES	Wee1 degr inh	FXIIa inh	FXIa inh	Furin inhibitor	Cl transport mod	PERK inh	Thrombin inh	KLK5 inh	p97 inhibitor
Cc1ccc(C(C(=O)NCc2ccco2)N(Cc2ccco2)C(=O)CNC(=O)c2ccco2)cc1 (centres undefined)	0	7	8	-26	0.69	-1.2	0	5	3
Cc1ccc(COc2ccc(C(=O)NN)cc2)cc1	-1	6	-6	-13	-0.2	0.2	-1	-29	0
N#Cc1ccccc1-n1c(N)c(C(=O)N2CCCC2)sc1=S	-2	25	2	-9	·	0.1	24	28	4
COc1ccc(CCN(C)C(=O)CN2C(=O)c3ccccc3S2(=O)=O)cc1OC	2	10	0	-9	0.033	-0.9	1	-18	4
CC(=O)N(/N=C1\Sc2ccccc2C1=O)c1ccccc1C	5	-5	-6	-5[20 µM]	-1.6	0.5	4	-13	18*
Cc1ccc(S(=O)(=O)Nc2cc(C(F)(F)F)ccc2N2CCOCC2)cc1C	-2	6	4	-14	0.15	0.2	-9	-9	0
CCN(CC)CCNS(=O)(=O)c1ccc(Cl)cc1	1	3	-2	-23	-0.15	0.6	-8	-10	7
CCc1ccc(C(=O)NCc2cnn(C)c2)s1	-2	-7	-8	-32	2.1	0.5	-5	-26	1
Cc1sc2c(c1C)c(=O)n(-c1ccccc1)c1nnc(C)n21	-1	6	-11	-3	-0.31	0.1	-8	-2	0
COc1ccc([N+](=O)[O-])cc1NC(=O)CSc1nncn1-c1ccccc1	0	10	5	-11	-0.93	0.2	-8	-9	4
CCc1ccc(OCC(=O)Nc2ncn[nH]2)cc1	-2	9	1	-20	0.58	0.2	0	-3	1
C=CCN1c2ccccc2[C@]23C[C@@H](C(=O)OC)N(C(=O)c4cc(C)oc4C)C2=NC(C(=O)OC)=C(C(=O)OC)[C@H]13	·	8	2	-22	-1.7	·	-2	2	·
COc1nc(-c2ccccc2)cc(-c2ccccc2)n1	0	-4	6	-12	·	-0.4	-1	3	1
CCC(=O)Nc1ccc2c(c1)nc(CN1CCN(C(C)=O)CC1)n2C	-1	11	5	-19[20 µM]	-0.32	-0.1	-3	-1	2
Fc1ccc(Nc2nnc(C(F)(F)F)s2)cc1Cl	8	9	3	-20	·	1.3	-4	1	6
Cc1cc(Cl)ccc1NC(=S)NCCCN1CCCC1=O	2	3	5	-5	0.71	1.3	-2	-9	3
Nc1nc(CN2CCCCC2)cs1	-2	-3	-1	-23	·	0.5	104*	62*	5
CC(=O)c1c(N2CCN(c3ccccc3)CC2)nc(=S)n(-c2ccccc2)c1C	-3	12	3	-4	-1	-1.2	3	-2	-3
Cc1cc(C(=O)CSc2n[nH]c(N)n2)c(C)n1-c1cc(F)ccc1F	3	12	6	5[20 µM]	·	1.1	3	6	12
Cc1cc(/N=C/C=C2\N(C)c3ccccc3C2(C)C)n(CCC#N)n1	-1	-11	-4	3	-3.6*	-0.5	-12	-1	0
Cc1cc(=O)n(C)c(=O)n1CCCNc1ccccc1	4	14	4	-19[20 µM]	1.2	0.8	-5	-2	3
O=C(COc1ccccc1-c1ccccc1)N/N=C/c1cccc2ccccc12	5	16	9	-17[20 µM]	-0.23	-1.4	3	-18	-5
CCOC(=O)C(=CNCC(=O)OC)C(=O)OCC	-1	20	3	-19[20 µM]	-0.067	-0.5	-7	-11	-7
Cc1cccc(OCC(=O)Nc2cccc(-c3nnc(-c4ccccc4)o3)c2)c1C	-1	5	1	-20[20 µM]	·	2.3	-4	2	5
COc1ccc(-c2cn(-c3ccc(OC)cc3)c3[n+]2-c2ccccc2CC3)cc1	2	6	1	-16	-1.7	0.3	6	-13	1

Part of the list above in a different format.
CCOC(=O)C(=CNCC(=O)OC)C(=O)OCC
- Wee1 degr inh: -1
- FXIIa inh: 20
- FXIa inh: 3
- Furin inhibitor: -19[20 µM]
- Cl transport mod: -0.067
- PERK inh: -0.5
- Thrombin inh: -7
- KLK5 inh: -11
- p97 inhibitor: -7
Cc1cc(=O)n(C)c(=O)n1CCCNc1ccccc1
- Wee1 degr inh: 4
- FXIIa inh: 14
- FXIa inh: 4
- Furin inhibitor: -19[20 µM]
- Cl transport mod: 1.2
- PERK inh: 0.8
- Thrombin inh: -5
- KLK5 inh: -2
- p97 inhibitor: 3
COc1ccc([N+](=O)[O-])cc1NC(=O)CSc1nncn1-c1ccccc1
- Wee1 degr inh: 0
- FXIIa inh: 10
- FXIa inh: 5
- Furin inhibitor: -11
- Cl transport mod: -0.93
- PERK inh: 0.2
- Thrombin inh: -8
- KLK5 inh: -9
- p97 inhibitor: 4
Nc1nc(CN2CCCCC2)cs1
- Wee1 degr inh: -2
- FXIIa inh: -3
- FXIa inh: -1
- Furin inhibitor: -23
- Cl transport mod: ·
- PERK inh: 0.5
- Thrombin inh: 104*
- KLK5 inh: 62*
- p97 inhibitor: 5

Continuation.
SMILES	Wee1 degr inh	FXIIa inh	FXIa inh	Furin inhibitor	Cl transport mod	PERK inh	Thrombin inh	KLK5 inh	p97 inhibitor
COc1cc(/C=N/Nc2nc(N3CCCCC3)nc(N3CCCCC3)n2)ccc1OC(=O)c1ccco1	-3	9	-3	-26	0.017	1.0	5	1	2
COc1ccc(C2(CNC(=O)C(c3ccccc3)c3ccccc3)CCOCC2)cc1OC	2	7	5	0[20 µM]	·	-1.3	3	-7	2
COC(=O)c1c(-c2ccc3ccccc3c2)csc1NC(=O)Cc1ccc(OC)c(OC)c1	0	14	3	5[20 µM]	·	-0.7	5	2	-4
O=C(NC12CC3CC(CC(C3)C1)C2)C1=COCCO1	0	9	-11	-18	-0.1	1.9	-12	-18	6
CCN1CCc2c(sc(N)c2C#N)C1	3	6	-4	-21[20 µM]	0.44	0.7	-4	2	2
C=C1CCN(C(CC(C)C)C(=O)OC)S(=O)(=O)c2ccccc21 (centres undefined)	·	8	1	-25	-1.3	·	-3	1	·
CC(C)(C)C(=O)Nc1ccccc1C(=O)NCc1ccco1	3	-12	-8	-19	1.6	0.2	-4	-3	4
CCc1nnc(NC(=O)CSc2nnc(-c3ccoc3C)n2-c2cccc(C)c2)s1	-2	14	3	-18	-1.3	-0.8	7	-7	-4
CCCn1c(SCC(=O)Nc2c(C)cccc2C)nnc1C(C)C	0	11	-3	-15	0.4	-1.2	0	0	2
CCOc1ccc(N2C(=O)C3ON(c4ccccc4)C(c4cccs4)C3C2=O)cc1 (centres undefined)	1	3	-4	-36	0	0.8	6	-1	3

Compound activity as filed in PubChem BioAssay.
